Bioassay records as filed in PubChem.
A3A deaminase = blocks human APOBEC3A ssDNA deamination; P31941; recombinant A3A, FAM/TAMRA ssDNA deamination fluorescence; inhibition, % at 20 µM; hit rate 0.41% among 330,000;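 active means at least 40% inhibition at 20 µM here, with at most 30% in a related deaminase screen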;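 further: plate controls were A3A with DMSO for no effect and wells lacking A3A enzyme for full effect; some results filed as inactive read as strong as hits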
Target sequence (P31941 whole entry, looked up): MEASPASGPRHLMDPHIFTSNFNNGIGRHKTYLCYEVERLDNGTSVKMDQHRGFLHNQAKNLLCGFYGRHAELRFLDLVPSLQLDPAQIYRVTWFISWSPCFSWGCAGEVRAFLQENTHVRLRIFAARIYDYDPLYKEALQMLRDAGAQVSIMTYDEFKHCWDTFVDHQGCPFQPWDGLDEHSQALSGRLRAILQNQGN
tim10-1 inh = inhibits growth of tim10-1 mutant yeast; S. cerevisiae tim10-1 ts strain growth, BacTiter-Glo, 24 h; inhibition, % at 20 µM; hit rate 2.2% among 330,000; AID 463190;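 active means inhibition of at least 40%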;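 further: mutant grown at 25 °C; 0% = DMSO wells with yeast and 100% = wells holding no yeast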
TIM10 inh = TIM10 yeast growth inhibition; S. cerevisiae TIM10 strain growth, BacTiter-Glo luminescence, 24 h; inhibition, % at 10 µM; hit rate 1.4% among 330,000; AID 463195;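 active means inhibition of 40% or more at the single tested concentration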;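 further: wild-type TIM10 isogenic control strain grown at permissive 25 °C; 0% = DMSO yeast wells and 100% = minimal medium wells without yeast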
mIAP inh = blocks mouse intestinal alkaline phosphatase; purified mouse IAP, CDP-Star luminescence, 30 min; inhibition, % at 10 µM; hit rate 0.2% among 330,000;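 active means inhibition of at least 40% at 10 µM in the primary screen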;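 further: plate controls were DMSO with enzyme for no effect and no enzyme wells for full effect; values of inactives mirror those of a sister screen read the other way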
beta cell repl = MIN6 beta-cell proliferation induction | hit rate 0.29% among 330,000 | MIN6 cells proliferation, ATPlite luminescence, 48 h; cells starved in 0.2% serum; 100% = growth in 10% serum | proliferation, % at 10 µM | AID 2380;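 active means compounds whose signal lies at least 3.5 SD above the mean of all wells on their plate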;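 further: 0% = DMSO-treated cells in low-serum medium and 100% = 10% serum control; some compounds called inactive have numbers as strong as hits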
mIAP act = increases mouse intestinal alkaline phosphatase activity; muIAP, CDP-Star luminescence, 30 min; active compounds read high; 1 = vehicle-only enzyme signal, 0 = enzyme-free wells; activation factor at 10 µM; hit rate 0.24% among 330,000;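 active means activation factor of at least 2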; further: the source names both 10 and 20 µM as test concentration; values of inactives mirror those of a sister screen read the other way
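Assay system: mouse IAP enzyme; Reagent: CDP-Star chemiluminescent phosphatase substrate; Compound: DMSO-dissolved test compounds; Incubation: 30 min, room temperature; Technique: luminescence from enzymatic CDP-Star hydrolysis; Controls: DMSO-only wells and no-enzyme negative control.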
hIAP inh = blocks human intestinal alkaline phosphatase; purified IAP, CDP-Star luminescence, 30 min; inhibition, % at 10 µM; hit rate 0.12% among 330,000; AID 2544;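 active means inhibition reaching a set limit with compound at 10 µM in the primary screen, cut at about 35% in these data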;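 further: plate controls were DMSO wells with enzyme for no effect and no-enzyme buffer wells for full effect; values of inactives mirror those of a sister screen read the other way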
Target sequence (P09923 whole entry, looked up): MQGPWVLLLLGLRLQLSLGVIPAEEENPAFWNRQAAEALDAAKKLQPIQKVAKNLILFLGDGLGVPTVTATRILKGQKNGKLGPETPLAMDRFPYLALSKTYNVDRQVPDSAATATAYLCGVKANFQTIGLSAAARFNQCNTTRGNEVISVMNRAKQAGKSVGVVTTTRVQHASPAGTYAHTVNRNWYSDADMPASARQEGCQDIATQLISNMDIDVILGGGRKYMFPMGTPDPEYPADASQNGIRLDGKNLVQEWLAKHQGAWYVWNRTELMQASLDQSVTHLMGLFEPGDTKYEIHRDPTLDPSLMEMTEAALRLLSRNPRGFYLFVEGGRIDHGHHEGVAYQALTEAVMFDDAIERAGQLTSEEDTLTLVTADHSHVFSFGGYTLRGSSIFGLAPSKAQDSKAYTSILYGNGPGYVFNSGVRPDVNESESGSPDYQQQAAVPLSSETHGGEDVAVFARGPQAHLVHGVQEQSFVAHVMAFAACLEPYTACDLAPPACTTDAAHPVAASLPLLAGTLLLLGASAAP
NLRP3 yeast inh = blocks the NALP3 inflammasome reconstituted in yeast | Yeast reconstituted NLRP3/ASC/caspase-1, beta-gal luminescence, 24 h | inhibition, % at 10 µM | hit rate 0.39% among 330,000 | AID 2825;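 active means inhibition of 50% or more; inactive means inhibition below 50%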;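 further: plate controls were induced DMSO wells for no effect and uninduced yeast grown without galactose for full effect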
A3G deaminase = inhibitors of human APOBEC3G DNA deaminase | Q9HC16 | recombinant A3G, ssDNA deamination FAM/TAMRA fluorescence | inhibition, % at 20 µM | hit rate 0.28% among 330,000 | AID 493012;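 active means inhibition of at least 40% at 20 µM, with no more than 30% in the related APOBEC3A deaminase screen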;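 further: plate controls were DMSO wells with A3G for no effect and wells lacking A3G enzyme for full effect; some compounds called inactive have numbers as strong as hits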
Target sequence (Q9HC16 whole entry, looked up): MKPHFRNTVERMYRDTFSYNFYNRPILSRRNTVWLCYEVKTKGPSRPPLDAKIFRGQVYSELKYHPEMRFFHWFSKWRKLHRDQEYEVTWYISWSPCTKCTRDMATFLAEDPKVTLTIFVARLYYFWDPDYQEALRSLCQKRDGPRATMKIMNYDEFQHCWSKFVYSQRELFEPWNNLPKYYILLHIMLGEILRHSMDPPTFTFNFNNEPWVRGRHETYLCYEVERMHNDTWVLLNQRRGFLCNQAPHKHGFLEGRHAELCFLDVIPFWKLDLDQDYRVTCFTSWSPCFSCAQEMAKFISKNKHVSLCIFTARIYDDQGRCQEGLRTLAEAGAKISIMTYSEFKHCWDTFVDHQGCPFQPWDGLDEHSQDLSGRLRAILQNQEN
Active calls of the source: *.

SMILES | A3A deaminase | tim10-1 inh | TIM10 inh | mIAP inh | beta cell repl | mIAP act | hIAP inh | NLRP3 yeast inh | A3G deaminase
COc1ccc(-n2ncc3c2CC(C)(C)CC3NC(=O)CCN2CCCC2=O)cc1 (stereo not given) | -5 | -1 | -5 | -6 | -1 | 1.1 | -23 | 12 | -2
CNc1snc(C)c1C(=O)OCC(=O)c1ccc(Cl)cc1 | -2 | 9 | -6 | 14 | -6 | 0.86 | 6 | 26 | -5
O=C(Cc1ccccc1Cl)Nc1cccnc1 | -2 | 17 | 7 | 2 | -1 | 0.98 | 2 | 11 | -8
O=C1CN(C(=O)c2ccccc2F)C(c2ccc(F)cc2)c2cc(Br)ccc2N1 (stereo not given) | -3 | 27 | 17 | -4 | -4 | 1 | 6 | 7 | -7
CCOc1ccc(NS(=O)(=O)c2cc(C(=O)N3CCCC3)ccc2Cl)cc1 | -3 | 11 | -1 | 4 | -3 | 0.95 | -2 | 19 | -8
O=c1cc(CN2CCN(CCO)CC2)c2cc3c(cc2o1)CCC3 | 0 | 5 | -4 | 9 | -1 | 0.91 | 4 | -2 | 0
COc1ccc(NS(=O)(=O)c2ccc(NC(=O)CCNS(=O)(=O)c3ccc(C)cc3)cc2)cc1 | 1 | 1 | 7 | 13 | -3 | 0.87 | -4 | 0 | 0
Cc1cc2cc(CNC(=O)c3ccc4c(c3)OCO4)ccc2[nH]1 | 5 | -7 | 7 | 27 | -3 | 0.73 | -18 | 19 | 1
O=C(CC1CCS(=O)(=O)C1)NC1CCCCC1 (stereo not given) | -2 | 7 | 4 | -2 | -1 | 1 | 6 | 4 | -2
COCCN(Cc1cn(C)nc1-c1ccc(Oc2ccccc2)cc1)C(C)C | -4 | 1 | 2 | -6 | -1 | 1.1 | 11 | 18 | -5
NC(CCCCc1ccccc1)c1cccc2ccccc12 (stereo not given) | 3 | -6 | 36 | 1 | -4 | 0.99 | 10 | 38 | -3
Cc1nnc(CN(C)C(=O)c2cc(COc3ccc(F)cc3Cl)on2)o1 | 7 | 2 | 0 | -3 | 0 | 1 | -14 | 15 | 1
Cc1noc(C)c1CSCC(=O)OCC(=O)Nc1sccc1C#N | 2 | 21 | -27 | 6 | -3 | 0.94 | -2 | 15 | -2
Cc1cc(NC(=O)CCC(=O)N(CC(=O)NCC2CCCO2)c2ccc(C(C)C)cc2)no1 (stereo not given) | 1 | 0 | 12 | 3 | 3 | 0.97 | 15 | 10 | -2
CC1(OC(=O)C2CCCC2)C(=O)C=C2C=C(c3ccsc3)N(c3ccccc3)C=C2C1=O (stereo not given) | -5 | 24 | 18 | 4 | -6 | 0.96 | -6 | 0 | -7
O=C(CS(=O)(=O)c1ccccc1)c1ccc2c(c1)OCCO2 | -6 | 32 | 11 | 1 | -3 | 0.99 | -16 | 27 | 3
CCc1noc(C)c1C(=O)NCCN1C(=O)S/C(=C\c2ccc(OC)cc2)C1=O | -2 | -60 | -158 | 3 | -2 | 0.97 | 9 | 22 | -11
Cc1cccc(NS(=O)(=O)c2nnc(NC(=O)c3ccccc3F)s2)c1 | 0 | 7 | -3 | -8 | -1 | 1.1 | -8 | 5 | 3
Cc1ccccc1OCC(O)Cn1c(SC(C)C)nc2c1c(=O)[nH]c(=O)n2C (stereo not given) | 2 | 19 | -4 | -1 | -2 | 1 | 10 | 14 | -7
CCCCC1CC1C(=O)Nc1ncc2c(n1)CC(C)(C)CC2=O (stereo not given) | 2 | 13 | 3 | 12 | 2 | 0.88 | 11 | -18 | -9
CN(C)[C@@H]1CCC[C@@H]1OC(=O)C(c1ccccc1)c1ccccc1 | -3 | -2 | 1 | 7 | 5 | 0.93 | 5 | -3 | -7
Cc1cccc(CCNS(=O)(=O)c2ccc3c(c2)NC(=O)CO3)c1 | 5 | 16 | 13 | -6 | 0 | 1.1 | 17 | 3 | 3
CCn1cc(C(=O)NCC(=O)OC)c2cc(OC)c(OC)cc2c1=O | 0 | 8 | 17 | -2 | -1 | 1 | -3 | 24 | -7
CCn1cc(CNCc2c(C(=O)N3CCCCC3)nc3c(C)cccn23)cn1 | 0 | 10 | 15 | 4 | 0 | 0.95 | 3 | 4 | -8
COCCOC(=O)c1c(C)oc2ccc(O)c(CN3CCC(C)CC3)c12 | 1 | -14 | -10 | -2 | -1 | 1 | -9 | 5 | -6

Compounds above that have fluorine (3):
SMILES | A3A deaminase | tim10-1 inh | TIM10 inh | mIAP inh | beta cell repl | mIAP act | hIAP inh | NLRP3 yeast inh | A3G deaminase
O=C1CN(C(=O)c2ccccc2F)C(c2ccc(F)cc2)c2cc(Br)ccc2N1 (stereo not given) | -3 | 27 | 17 | -4 | -4 | 1 | 6 | 7 | -7
Cc1nnc(CN(C)C(=O)c2cc(COc3ccc(F)cc3Cl)on2)o1 | 7 | 2 | 0 | -3 | 0 | 1 | -14 | 15 | 1
Cc1cccc(NS(=O)(=O)c2nnc(NC(=O)c3ccccc3F)s2)c1 | 0 | 7 | -3 | -8 | -1 | 1.1 | -8 | 5 | 3

Additional results:
SMILES | A3A deaminase | tim10-1 inh | TIM10 inh | mIAP inh | beta cell repl | mIAP act | hIAP inh | NLRP3 yeast inh | A3G deaminase
O=c1cc(CN2CCCCC2)nc(C2CC2)[nH]1 | -2 | 0 | -1 | 9 | -2 | 0.91 | 2 | 4 | -2
O=C(Cc1cccs1)Nc1ccccc1F | 1 | -42 | -7 | -3 | -2 | 1 | 3 | 6 | 0
CCOC(=O)c1nc(C(=O)NCc2ccc(C)cc2)nc2ccccc12 | -3 | 0 | 4 | -1 | 0 | 1 | 2 | 21 | -4
O=C1c2cccnc2C(=O)N1c1cccc(-c2nc3ccccc3o2)c1 | 6 | 18 | -2 | -17 | -3 | 1.2 | -21 | 11 | 8
Cc1nc(C)c(-c2ccc(SCc3ccccc3F)nn2)s1 | -1 | 11 | 6 | 8 | -1 | 0.92 | 16 | 2 | -1
COc1ccc(CCNC(=O)[C@H](CC(C)C)NC(=O)N2CCn3c2nc2ccccc23)cc1OC | 4 | 2 | 4 | -8 | -3 | 1.1 | 23 | 2 | 6
O=C(CCNC(=O)c1ccc(Br)cc1)NCc1ccccc1F | 9 | -6 | -19 | -5 | 1 | 1 | -3 | 8 | -6
CCN(Cc1ccc(OC)c(F)c1)C(=O)c1oc2ccccc2c1COC | 0 | -11 | 12 | 8 | -2 | 0.92 | 0 | 23 | -3
Fc1ccc(C2NCCn3cccc32)cc1 (stereo not given) | -17 | 10 | 3 | 2 | -4 | 0.97 | 8 | -9 | -5
C=CCNC(=O)CN1CCC(n2nnc3cc(C(F)(F)F)ccc32)CC1 | 1 | 10 | 0 | 1 | 0 | 0.99 | -9 | 26 | 1
Fc1ccc(-c2ccnn2-c2ccccc2)cc1 | -2 | 18 | -5 | 0 | 2 | 1 | 5 | -3 | -7
O=C(CCc1nc2ccccc2[nH]1)Nc1ccc2c(c1)OCCO2 | -2 | -14 | -7 | 6 | -2 | 0.94 | 5 | -1 | -6
O=C(Nc1cc(S(=O)(=O)N2CCOCC2)ccc1O)c1ccc2c(c1)S(=O)(=O)c1ccccc1C2=O | -6 | 0 | -15 | 10 | 0 | 0.9 | -15 | 15 | 21
O=C(Nc1ccc(SC(F)F)cc1)c1ccc2nccnc2c1 | 10 | 1 | 23 | 2 | -2 | 0.98 | 4 | 46 | 17
CC(=O)OCCCCCCCCCCC[N+]1(C)CCCCC1 | 79* | 0 | -3 | 2 | -5 | 0.98 | -9 | 18 | 20
CCn1cc(CNC(=O)c2cc([N+](=O)[O-])c(C)c([N+](=O)[O-])c2)cn1 | -2 | 14 | -12 | -2 | 0 | 1 | -5 | 5 | -1
O=C(CN1C(=O)N/C(=C\c2ccccc2OCc2ccc(C(=O)O)cc2)C1=O)Nc1ccc(F)cc1 | -3 | 6 | 0 | 0 | -2 | 1 | -8 | -6 | -6
NS(=O)(=O)c1cccc(NC(=S)NCc2ccccc2)c1 | 1 | 13 | 4 | -4 | -1 | 1 | -2 | 14 | -4
CCOc1ccc(CCNC(=O)CN(C)S(=O)(=O)c2cccc3nsnc23)cc1OCC | -3 | 9 | -1 | 5 | -3 | 0.95 | 18 | -16 | -5
Cc1cccc(N(C(=O)c2snc(C(N)=O)c2N)C(C(=O)NCc2ccccc2)c2ccncc2)c1 (stereo not given) | 1 | -13 | -6 | 5 | 0 | 0.95 | 20 | 5 | 2
Cc1ccc(CNC(=O)C2CCN(S(=O)(=O)c3ccc4nc5c(c(C(=O)O)c4c3)CC(C)CC5)CC2)cc1 (stereo not given) | -5 | -13 | 4 | -8 | -3 | 1.1 | -7 | 4 | -6
COc1ccc2c(CC(=O)N3CCN(S(=O)(=O)c4ccc(F)cc4)CC3)coc2c1 | 7 | 19 | 19 | 4 | -3 | 0.96 | 6 | -9 | 1
Cc1nc2c(cc1N)nc(C)n2Cc1ccccc1 | 1 | -7 | -1 | -5 | 3 | 1 | 3 | 23 | -4
COc1ccc(NC(=O)CSc2ccc(-c3ccco3)nn2)cc1OC | 0 | 15 | 11 | 9 | -1 | 0.91 | 10 | -5 | -1
CCC1CCCCN1S(=O)(=O)c1ccc2c(c1)CCN2C(=O)C1CCC1 (stereo not given) | -2 | 55* | 56* | -15 | 0 | 1.2 | -16 | -8 | -4
Following part:
SMILES | A3A deaminase | tim10-1 inh | TIM10 inh | mIAP inh | beta cell repl | mIAP act | hIAP inh | NLRP3 yeast inh | A3G deaminase
Cc1cccc(OCC(O)Cn2c(=N)n(Cc3ccccc3)c3ccccc32)c1 (stereo not given) | 4 | -1 | 20 | -6 | -6 | 1.1 | -6 | 10 | -6
O=C(O)c1cccc(S(=O)(=O)N2CCN(S(=O)(=O)c3ccc4ccccc4c3)CC2)c1 | -3 | -16 | -5 | 8 | 6 | 0.92 | 12 | -6 | -9
O=C(c1ccco1)N1CCCC(c2nc3c(nnn3Cc3ccc(F)cc3)c(=O)[nH]2)C1 (stereo not given) | -5 | 15 | -10 | -8 | -1 | 1.1 | -21 | 5 | -2
CCOc1ccc(CN(C(=O)/C=C/c2ccco2)C2CCS(=O)(=O)C2)cc1 (stereo not given) | -2 | 11 | 5 | 0 | 1 | 1 | -2 | 22 | -4
CC(CCc1ccccc1)NC(=O)CNC(=O)c1ccccc1Br (stereo not given) | -8 | 7 | 4 | 2 | 2 | 0.97 | -16 | -2 | -5
COc1cccc(NC(=O)c2ccc(NC(C)=O)cc2)c1 | 1 | 1 | -2 | -4 | 1 | 1 | -13 | 25 | 5
OCc1c(OCc2cccc(F)c2)ccc2ccccc12 | -2 | -30 | -15 | -6 | -1 | 1.1 | -12 | 38 | -2
COc1ccc(C2OC(=O)CC2C(=O)NCc2ccc(F)cc2)cc1OC (stereo not given) | -4 | 9 | -17 | -6 | -2 | 1.1 | -10 | 7 | -3
Cn1c(O)c(N=NC(=O)C2COc3ccccc3O2)c2ccccc21 (stereo not given) | 1 | 22 | 21 | 10 | -1 | 0.9 | 9 | 0 | -2
O=C(Nc1nc2ccccc2s1)c1cccc(N2C(=O)CCC2=O)c1 | 0 | 2 | 16 | 7 | -3 | 0.93 | 0 | 12 | -2
CN(C)C(=O)N1CCN(C(=O)c2ccco2)CC1 | -3 | 6 | 2 | 3 | -1 | 0.97 | 8 | 20 | -3
C#CCOCCOCCOCCNc1nc(N2CCN(C(=O)Cn3cc(CCCN=C(N)N)nn3)CC2)nc(N2CCN(C(=O)[C@H](CCCCN)n3cc(CCC(=O)O)nn3)CC2)n1 | 4 | 4 | -8 | -4 | -1 | 1 | 5 | 2 | 10
CCCNC(=O)C(Cc1ccccc1)NC(=O)c1ccc(C(C)(C)C)cc1 (stereo not given) | 0 | 12 | -4 | -37 | -4 | 1.4 | -2 | 18 | -10

Compounds were not picked by outcome (roughly 4.6% active in at least one column).
